CBFb RUNX1 block = inhibitors of human CBF-beta and RUNX1 interaction; Q01196+Q13951; AlphaScreen CBFb-His/RUNX1-biotin binding, biochemical; Potency, µM (series often up to 59.8 µM), for the others: at the top dose activity, negative = inhibition, actives largely listed as inhibitors; 230,000 tested, under 10 active; AID 1477; note: % of control where 0% means no effect
Target sequence (Q01196 whole entry, looked up): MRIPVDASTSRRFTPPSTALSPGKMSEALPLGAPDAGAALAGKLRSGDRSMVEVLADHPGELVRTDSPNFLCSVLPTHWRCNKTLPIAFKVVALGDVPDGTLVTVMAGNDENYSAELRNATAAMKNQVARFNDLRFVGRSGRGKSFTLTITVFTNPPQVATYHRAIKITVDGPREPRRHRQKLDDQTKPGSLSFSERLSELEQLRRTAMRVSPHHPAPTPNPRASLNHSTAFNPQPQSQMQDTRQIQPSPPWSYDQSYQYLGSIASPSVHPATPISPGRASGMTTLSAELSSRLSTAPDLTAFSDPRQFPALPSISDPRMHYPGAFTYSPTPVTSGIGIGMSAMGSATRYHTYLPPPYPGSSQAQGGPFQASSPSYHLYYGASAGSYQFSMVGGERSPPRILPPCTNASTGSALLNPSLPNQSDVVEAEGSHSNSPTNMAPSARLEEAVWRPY
Target sequence (Q13951 whole entry, looked up): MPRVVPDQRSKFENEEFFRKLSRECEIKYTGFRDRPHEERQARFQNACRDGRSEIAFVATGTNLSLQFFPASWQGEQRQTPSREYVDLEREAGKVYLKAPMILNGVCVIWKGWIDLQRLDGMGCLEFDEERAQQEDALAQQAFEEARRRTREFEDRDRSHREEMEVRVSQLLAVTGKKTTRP
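AlphaScreen proximity signal reports loss of binding between His-tagged CBF-beta and biotin-labelled RUNX1, each at 30 nM. Proteins are pre-associated for 20 minutes, compounds added for 15 minutes, then beads for 90 minutes, all at ambient temperature.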
Epigenetic derep = epigenetic control regulation, reporter derepression; Potency, µM (titrated, usually from 53.9 µM), for inactives: top-dose GFP activation, most hits filed as activators; hit rate 0.2% among 280,000; murine LDR cells, GFP reporter derepression, 30 h; note: potency is the fitted concentration of half-maximal effect; % of control where 0% means no effect; nearly all actives have a fitted effect of over 60% in size
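Derepression of a silenced CMV-GFP reporter in murine LDR cells is scored by enumerating GFP-positive cells with a laser-scanning microplate cytometer after 30 hours of treatment at 37 C.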
Luc counter = counter-screen: inhibitors of Kinase-Glo firefly luciferase; Q27757; Kinase-Glo luciferase, ATP luminescence, 8 min; Potency, µM (top dose mostly 38.3 µM), for inactives: top-dose activity change, negative = inhibition, usual class: inhibitors; hit rate 0.28% among 200,000; note: potency is the fitted concentration of half-maximal effect; % is set by controls: 0 for no effect and ±100 for the full control effect; nearly all actives have a fitted effect of over 60% in size
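Kinase-Glo luciferase light output from ATP and luciferin was measured with 10 uM ATP, within the enzyme's linear range. Buffer: 50 mM imidazole pH 7.2, 50 mM KCl, 7 mM MgCl2, 0.01% Tween 20, 0.05% BSA; luminescence read after 8 min at ambient temperature.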
GLA spleen mod = inhibitors or activators of human alpha-galactosidase in spleen homogenate; hit rate 0.008% among 240,000; P06280; human spleen homogenate, 4MU-alpha-Gal fluorescence, 40 min; Potency, µM (top dose mostly 80 µM), inactives show top-dose activity change, negative = inhibition, actives largely listed as inhibitors; AID 2107;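 note: potency is the fitted concentration of half-maximal effect; 0% = enzyme with vehicle and -100% = no enzyme basal signal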
Target sequence (P06280 32-429 limits assumed): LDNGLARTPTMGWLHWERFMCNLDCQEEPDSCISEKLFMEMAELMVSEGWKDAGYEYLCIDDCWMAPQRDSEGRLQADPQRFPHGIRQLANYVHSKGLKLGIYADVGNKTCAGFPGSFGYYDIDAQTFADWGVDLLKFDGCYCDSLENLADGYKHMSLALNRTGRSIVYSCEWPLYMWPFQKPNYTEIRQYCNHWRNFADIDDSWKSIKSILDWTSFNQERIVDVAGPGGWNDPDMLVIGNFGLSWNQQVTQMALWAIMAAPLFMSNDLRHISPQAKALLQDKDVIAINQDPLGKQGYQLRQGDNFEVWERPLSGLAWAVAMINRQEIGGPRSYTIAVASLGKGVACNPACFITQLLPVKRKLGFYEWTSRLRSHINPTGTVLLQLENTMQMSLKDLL
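qHTS titration in buffer at pH 5.0. Alpha-galactosidase activity in spleen homogenate was measured via 4-methylumbelliferone release from 1 mM fluorogenic substrate after 40 min at 37C and a pH 10 stop. AC50 came from Hill fits of control-normalized data.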
NPSR antag = antagonists of human neuropeptide S receptor cAMP signaling. Potency, µM (series often up to 38.3 µM), for inactives: top-dose activity change, negative = inhibition, usual class: inhibitors. Q6W5P4. hit rate 1% among 220,000. CHO-NPSR cells, cAMP TR-FRET, antagonist mode; note: potency is the fitted concentration of half-maximal effect; % is set by controls: 0 for no effect and ±100 for the full control effect; nearly all actives have a fitted effect of over 50% in size; many of its hits are not listed in these tables
Lamin A splicing = LMNA splicing modulation; HeLa LMNA splicing GFP/RFP minigene ratio, 48 h; Potency, µM (highest dose often 46.1 µM), without a hit: at the highest dose ratio change, negative = inhibition, actives largely listed as inhibitors; hit rate 0.01% among 200,000; AID 1487; active = well fitted inhibition curve with a large enough effect in the signal ratio, with a control signal flat, not every such curve was filed as active; inconclusive = small, poorly fitted or top-dose-only effect, or effect the other way, or a change in a side signal; the % refers to the signal ratio; note: potency is the fitted concentration of half-maximal effect; % is set by controls: 0 for no effect and ±100 for the full control effect
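S3 HeLa cells stably expressing lamin A-EGFP splicing minigene plus DsRed2, 600 cells/well, 48 h compound exposure at 37C. Laser-scanning cytometry; analysed as GFP (500-530 nm)/RFP (575-640 nm) total intensity ratio; 0.5% DMSO vehicle.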
IMPase Li inh = IMPase inhibition in cells with lithium potentiation; CHO-M1 cells, IP1 TR-FRET (IP-One), carbachol + lithium; Potency, µM (highest dose often 59.4 µM), inactives show top-dose activity, negative = IMPase inhibition, most hits filed as inhibitors; hit rate 0.35% among 210,000;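 note: IP1 builds up when IMPase is blocked and the TR-FRET signal falls; potency is the fitted concentration of half-maximal effect; plate controls were basal vehicle for no effect and high inhibitor control for full effect; nearly all actives have a fitted effect of over 50% in size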
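CHO cells stably expressing M1 receptor (2000/well) were cultured 16–30 h, then exposed to compounds with a small lithium addition for 30 min at 37C. IP1 was measured by TR-FRET competition; AC50 from Hill fits.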
An asterisk follows results filed as active; u = inconclusive; x = not tested or not shown; & = joins results of further samples; [ ] = remark or other dose. Unless noted, calls come from the whole dose curve; as a rule, active = well fitted curve in the direction sought with a large enough effect; inconclusive = small, poorly fitted or top-dose-only effect, or another doubt; inactive = no such curve, though single readings can be large; an effect the other way counts as inactive or inconclusive. A portion of the library; the hit share may differ from the screen's.

SMILES	Epigenetic derep	CBFb RUNX1 block	IMPase Li inh	GLA spleen mod	NPSR antag	Luc counter	Lamin A splicing
Cc1[nH]nc2c1C1(CCN(Cc3ccccc3)CC1)C(C#N)=C(N)O2	0.0%	3%	6%[38.3 µM]	0%	-26%[46.1 µM]	-1%	10%
O=C(Cc1coc2ccc3ccccc3c12)Nc1nccs1	6.9%	-5%	15%[38.3 µM]	-5%	-10%[46.1 µM]	2%	-12%
CCN(CC)CC(=O)n1c2c(c3ccccc31)CCCC2	-3.6%	-10%	-10%[38.3 µM]	-6%	-21%[46.1 µM]	2%	9%
Cc1cc(C)nc(-n2ncc3c2CCCC3=O)n1	0.4%	-2%	-4%	-2%	25%	1%	x
Cc1cc(=O)c(C(=O)O)cn1Nc1ccc(F)cc1	-0.3%	5%	23%[38.3 µM]	4%	4%[46.1 µM]	-2%	23%
Clc1cc(Cl)cc(Nc2ncnc(-n3cccc3)n2)c1	2.8%	5%	x	5%	14%	x	x
Nc1cc(=O)[nH]c(SCC(=O)Nc2cccc([N+](=O)[O-])c2)n1	0.0%	2%	x	4%	20%	x	x
CCOC(=O)C(C)Sc1nc(-c2cccs2)ccc1C#N (centres undefined)	1.0%	u	-26%[38.3 µM]	2%	-5%[46.1 µM]	-8%	-2%
CCOc1ccc(N2CC(C(=O)Nc3ccccc3F)CC2=O)cc1 (centres undefined)	-0.3%	2%	20%[38.3 µM]	3%	-13%[46.1 µM]	-3%	2%
Cc1cc(C)cc(N2C(=O)CC(Cn3nc(C)cc3C)C2=O)c1 (centres undefined)	-3.5%	7%	x	-1%	-8%	x	x
COc1ccc(CCNC(=O)c2cnn3ccccc23)c(OC)c1OC	0.0%	5%	23%[38.3 µM]	5%	5%[46.1 µM]	-3%	u
Cc1cc(C(=O)CSc2nnc(-c3ccc(OC(F)F)cc3)o2)c(C)n1Cc1cccs1	-1.2%	-12%	-21%[38.3 µM]	6%	6%[7.67 µM]	-1%	-8%
C=CCn1c(C)cc(C(=O)CSc2nc3ccccc3o2)c1C	0.0%	-23%	34%[activator][38.3 µM]	-8%	-27%[46.1 µM]	1%	u
CC(C)(C)c1cn(-c2ccc(Cl)cc2)c(=S)[nH]1	-4.8%	-4%	u	-11%	-5%[46.1 µM]	18%	14%
O=C(Nc1ccc(O)c2c(=O)cc(-c3ccccc3Cl)oc12)c1ccc(Cl)cc1Cl	3.6%	10%&11%	x	0%&-3%	-8%	x	x

As a short view, 2 of the compounds above:
SMILES	Epigenetic derep	CBFb RUNX1 block	IMPase Li inh	GLA spleen mod	NPSR antag	Luc counter	Lamin A splicing
Cc1[nH]nc2c1C1(CCN(Cc3ccccc3)CC1)C(C#N)=C(N)O2	0.0%	3%	6%[38.3 µM]	0%	-26%[46.1 µM]	-1%	10%
O=C(Cc1coc2ccc3ccccc3c12)Nc1nccs1	6.9%	-5%	15%[38.3 µM]	-5%	-10%[46.1 µM]	2%	-12%

(cont.)
SMILES	Epigenetic derep	CBFb RUNX1 block	IMPase Li inh	GLA spleen mod	NPSR antag	Luc counter	Lamin A splicing
CCN1CCc2c(sc(N)c2C(N)=O)C1	-1.4%	0%	7%[38.3 µM]	3%	-12%[46.1 µM]	-4%	-4%
O=c1cc(Cn2ccnc2)c2cc3c(cc2o1)CCC3	-4.1%	-2%	-12%[38.3 µM]	4%	-14%[46.1 µM]	-1%	u
CCCN1C(=O)C(O)(CC(=O)c2ccc3c(c2)OCCO3)c2ccccc21 (centres undefined)	0.9%	-4%	11%	-18%	-6%[46.1 µM]	-2%	-8%
CCOc1ccc(NC(=S)N2CCC(c3nc4ccccc4[nH]3)CC2)cc1	-1.4%	3%	8%	0%	20%	-3%	8%[46 µM]
CCc1ccc[n+](-c2[nH]c(=O)sc2/C=N/N=C(\[O-])CCn2c3ccccc3c3ccccc32)c1	-2.5%	2%	x	-3%	-6%	x	x
COCCCNC(=O)C(=O)N/N=C/c1cc2c(cc1Br)OCO2	-0.9%	6%	5%	-7%	-8%	-2%	-7%[46 µM]
CCCCn1nc2cc(C(=O)N(CC)c3ccc(OC)cc3)ccc2c1OCC	-1.7%	u	12%[38.3 µM]	6%	-13%[46.1 µM]	3%	-5%
COc1ccc(C2/C=C\CN(S(=O)(=O)c3cccc4cccnc34)CC(=O)N2Cc2ccc(F)cc2)cc1 (centres undefined)	2.2%	-2%&-11%	x	0%&-7%	-13%	x	x
O=S(=O)(Nc1nc(-c2sccc2Cl)cs1)c1cc(Cl)ccc1Cl	0.9%	-22%	-10%[38.3 µM]	2%	u	-1%	2%
Cc1nc(SCC(=O)NCc2ccc3c(c2)OCO3)c(C#N)c2c1CCCC2	-5.7%	4%	22%[38.3 µM]	-3%	u	0%	u
N#C/C(=C/c1cccc([N+](=O)[O-])c1)C(=O)Nc1ccccc1O	0.0%	13%	x	-11%	-6%	x	x
CCCCCCCC[N+](CCCCCCCC)(CCCCCCCC)CCCCCCCC	x	u	23%	8%	x	x	x
O=C1NC[C@H](c2ccccc2)N(CCc2cccc(F)c2)C1=O	13%	1%	x	-4%	7%	x	x
CCOc1ccccc1N1C(=O)CC(Nc2ccc(N3CCOCC3)cc2)C1=O (centres undefined)	-1.6%	-4%	22%[38.3 µM]	20%	-10%[46.1 µM]	-6%	4%
Cc1cccc(N2C(=S)NC3c4ccccc4OC2(C)C3C(=O)N(C)C)c1 (centres undefined)	0.0%	-21%	3%	1%	9%	4%	6%[46 µM]
O=C(NN=C1CCCCCCC1)c1ccc2ccccc2n1	-3.9%	5%	25%	4%	-17%	4%	u
CC(=O)Nn1c(-c2ccccc2)cc2ccccc21	-4.5%	0%	0%[38.3 µM]	-6%	-15%[46.1 µM]	3%	10%
c1ccc(-c2nnc(N3CCOCC3)nc2-c2ccccc2)cc1	0.4%	0%	9%[38.3 µM]	4%	u	-1%	u
CC(CCc1ccccc1)N1CCN(Cc2ccccc2)CC1 (centres undefined)	-1.0%	4%	18%	9%	12%	0%	-2%
CC(=O)c1c(C)[nH]c(C(=O)OCC(=O)Nc2ccc(Cl)c(S(=O)(=O)N(C)C)c2)c1C	-2.9%	-3%	x	18%	37%	x	x
CNC(=S)N(CCc1ccc(OC)c(OC)c1)C1CC(=O)N(c2ccccc2)C1=O (centres undefined)	3.0%	0%	x	13%	-53%	x	x
Cc1ccc(/C=N\NC(=O)Cn2c(C)nc3ccccc32)o1	-2.9%	-1%	-3%[38.3 µM]	-1%	2%[46.1 µM]	2%	u
Cn1cccc1/C=N/NC(=O)C(O)c1ccccc1 (centres undefined)	-1.0%	-2%	x	11%	7%	x	x
CC1CC(NC(=O)c2cnc3n(c2=O)CCS3)CC(C)(C)C1 (centres undefined)	1.1%	3%	x	2%	1%	x	x
COCCOC(=O)C1=C(C)N=C2SCCC(=O)N2C1c1ccc(OC(=O)c2ccco2)cc1 (centres undefined)	0.0%	3%	12%[38.3 µM]	6%	-8%[46.1 µM]	-2%	4%
CC(=O)N1CCN=C1SCc1c(F)cccc1Cl	-0.8%	11%	23%[38.3 µM]	6%	-4%[46.1 µM]	3%	-16%
C(#Cc1ccc(C#CCN2CCCC2)cc1)CN1CCCC1	-3.7%	10%	18%	-5%	0%[46.1 µM]	-2%	u
C=CCn1c(N2CCCCCC2)nc2c1c(=O)[nH]c(=O)n2C	0.0%	4%	-2%	8%	-10%[46.1 µM]	-1%	-12%
Cc1cnc(C(=O)OCC(=O)Nc2cc(S(=O)(=O)N3CCCCC3)ccc2Cl)cn1	-1.8%	-9%	1%	0%	16%	-3%	3%
COc1ccc(CNc2ccc([N+](=O)[O-])cc2C)cc1	-1.4%	-6%	x	-6%	-4%	x	x
O=c1c2[nH]c3ccccc3c2ncn1Cc1ccco1	-0.9%	-5%	3%[38.3 µM]	-7%	-2%[46.1 µM]	2%	4%[0.0737 µM]
O=C1CC(Cc2ccccc2)C(=O)N1c1ccc(Cl)cn1 (centres undefined)	0.0%	4%	-6%[38.3 µM]	-3%	0%[46.1 µM]	-2%	1%
S=c1[nH]nc(C2CCCCC2)n1/N=C/c1ccccn1	-1.9%[10.1 µM]	-1%	3%	-3%	-23%	0%	x
COC(=O)c1sccc1NC(=S)Nc1ccc(C)cc1	1.0%	2%	x	0%	u	x	x
Cc1ccc(C)c(Nc2nc3nonc3nc2N2CCOCC2)c1	-1.2%	-5%	-5%[38.3 µM]	6%	-7%[46.1 µM]	-3%	6%
Cc1onc(C(=O)N2CCN(C(c3ccccc3)c3ccccc3)CC2)c1[N+](=O)[O-]	-0.8%	4%[2.36 µM]	13%	-7%	-13%	-1%	27%
COC(=O)C(C)Sc1nnc(Cc2cc(=O)[nH]c(=O)[nH]2)n1-c1ccc(OC)cc1 (centres undefined)	1.7%	5%	13%[38.3 µM]	-1%	10%[46.1 µM]	3%	7%
Cc1ccsc1/C=N/NC(=O)C1CC(=O)N(c2ccc(F)cc2)C1 (centres undefined)	1.1%	-1%	x	2%	-15%	x	x
C=CCN1C(=O)C(O)(CC(=O)c2ccc(-n3cccc3)cc2)c2ccccc21 (centres undefined)	-0.9%	-17%	17%[38.3 µM]	-4%	-11%[46.1 µM]	-3%	-11%
NC(=O)c1ccsc1NC(=O)COC(=O)COc1ccccc1F	-0.9%	-1%	x	5%	10%[46.1 µM]	x	-6%
CCn1c(=O)c([N+](=O)[O-])c(N2CCOCC2)c2ccccc21	0.0%	7%	4%	-10%	19%	1%	4%
Cc1[nH]n(-c2ccccc2)c(=O)c1/C=N/N(c1ccccc1)c1ccccc1	11%	u	12%	-2%	27%	-3%	-10%[46 µM]
CC1CCCN(C(=O)C2CCN(CCCc3ccccc3)CC2)C1 (centres undefined)	-0.7%	-3%	6%[38.3 µM]	1%	5%[46.1 µM]	-6%	u
O=C1CCCC2=C1C(c1ccccc1)C1=C(CCCC1=O)O2	-1.0%	3%	1%[38.3 µM]	1%	6%[46.1 µM]	-5%	1%

Assay outcomes: PubChem, National Center for Advancing Translational Sciences (NCATS)
